MITF act: activators of MITF-driven TRPM1 promoter reporter, primary screen, cell-based, SK-MEL-5, luciferase, single point; SK-MEL-5 TRPM1-promoter luciferase, 24 h; % of positive control, neutral wells = 0; activation, % at 12.5 µM; 300,000 tested, 0.75% active;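 active means mean activation of at least 80% with every replicate also reaching 80%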;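 further: 0% = neutral control wells and 100% = parthenolide positive control wells; values of inactives mirror those of a sister screen read the other way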
NSD2 HMT inh: NSD2 histone methyltransferase inhibitors, primary screen, biochemical, AlphaScreen, single concentration, set 2. inhibition, % at 12.5 µM. 310,000 tested, 0.54% active. Histone-lysine N-methyltransferase NSD2 (Homo sapiens), O96028. AID 743445, 2014. NSD2 peptide methylation, 120 min; in the data active means inhibition above about 50%
CAL PDZ FP-1: CAL PDZ peptide-binding inhibitors, primary screen, biochemical, fluorescence polarization, Cer-tagged CAL PDZ, HTS; purified CAL PDZ, TMR-peptide fluorescence polarization, 1 h; AID 504414, 2011; 330,000 tested, 0.02% active; inhibition, % at 20 µM; Golgi-associated PDZ and coiled-coil motif-containing protein (Homo sapiens), Q9HD26;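 active means highest replicate inhibition of at least 40%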;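 further: plate controls were DMSO neutral control wells for no effect and unlabeled competitor peptide control wells for full effect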
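Assay system – tagged CAL PDZ protein CerCALP, purified · Timing – 1 h at RT · Compound – single point, 20 µM · Measured by – fluorescence polarization from S- and P-plane intensities, G-factor corrected · Evaluation – inhibition from polarization loss · Probe or stimulus – TMR reporter peptide T*-PRC34 · Buffer or medium – pH 7.4 phosphate-saline buffer, reducing agent, detergent, IgG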
PfHsp90 yeast 2: growth inhibition of PfHsp90-expressing yeast, primary screen, antimalarial PfHsp90 inhibitor project, S. cerevisiae, BacTiter-Glo luminescence, single point, set 2; 310,000 tested, 0.32% active; AID 504621, 2011; BacTiter-Glo ATP, 48 h; yeast lacking PDR1 and PDR3 efflux regulators; inhibition, % at 9.4 µM;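 active means every replicate shows inhibition above about 80%, whatever the replicate mean, limit read from the data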;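 further: 0% = DMSO neutral controls and 100% = 20 µM radicicol positive controls; yeast relying on Plasmodium falciparum Hsp90 in place of its own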
SR-BI DiI-HDL act: activators of SR-BI mediated DiI-HDL uptake, primary screen, ldlA[mSR-BI] CHO cells, DiI fluorescence; 3 h; 100 = double the neutral-control signal; activation, % at 12.5 µM; 320,000 tested, 0.096% active; AID 504775, 2011;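 active means mean replicate activation of at least 60% and every replicate at or above 60%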;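 further: 0% = median plate neutral-control signal and 100% = twice that signal; values of inactives mirror those of a sister screen read the other way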
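Test system: SR-BI-overexpressing, LDLR-lacking CHO cells; Medium: Ham's F12 with 0.5% BSA, HEPES 25 mM, pH 7.4; Schedule: 3 h, 37 °C; Technique: bottom-read fluorescence, 550/595 nm.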
CAL PDZ FP-2: untagged CAL PDZ binding inhibitors, primary screen, biochemical, fluorescence polarization, HTS; 300,000 tested, 0.92% active; AID 602252, 2012; Golgi-associated PDZ and coiled-coil motif-containing protein (Homo sapiens), Q9HD26; inhibition, % at 24.9 µM; purified CAL PDZ, TMR-peptide fluorescence polarization, 1 h;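 active means mean inhibition of at least 30% with at least half of replicates also reaching 30%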;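 further: 0% = DMSO neutral control and 100% = excess unlabeled competitor peptide PRC23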
Rtt109 Vps75: inhibitors of C. albicans Rtt109/Vps75 HAT, primary screen, biochemical, ThioGlo CoA-SH fluorescence, plate reader. Histone acetyltransferase RTT109 (Candida albicans (strain SC5314 / ATCC MYA-2876)), …. purified Rtt109/Vps75, 4 h. inhibition, % at 34.9 µM. 330,000 tested, 0.16% active. AID 540336, 2011;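 active means inhibition of at least 50% in every replicate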
Target sequence (Q5AAJ8 whole entry, looked up): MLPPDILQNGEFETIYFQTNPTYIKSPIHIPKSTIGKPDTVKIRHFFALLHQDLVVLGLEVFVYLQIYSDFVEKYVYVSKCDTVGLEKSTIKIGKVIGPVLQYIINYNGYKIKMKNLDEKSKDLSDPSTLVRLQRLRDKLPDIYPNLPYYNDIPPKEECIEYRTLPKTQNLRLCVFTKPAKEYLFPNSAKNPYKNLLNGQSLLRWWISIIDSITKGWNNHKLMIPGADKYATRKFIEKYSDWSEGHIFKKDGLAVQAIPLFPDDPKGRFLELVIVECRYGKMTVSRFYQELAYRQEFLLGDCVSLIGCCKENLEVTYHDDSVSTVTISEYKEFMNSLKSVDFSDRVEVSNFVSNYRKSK
dFosB activator: activators of delta FosB homodimer, primary screen, biochemical, fluorescence polarization, TAMRA-CDK5 oligo, single point; Protein FosB (Mus musculus), P13346; purified delta FosB; percent of positive-control signal above neutral wells; activation, % at 25 µM; 340,000 tested, 0.99% active; AID 493131, 2011;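 active means mean activation above about 17%, with every replicate also reaching it, limit read from the data, passing the limit was not always enough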;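 further: fluorescence polarization rise as delta FosB binds a TAMRA Cdk5 AP-1 oligo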
Target sequence (P13346 whole entry, looked up): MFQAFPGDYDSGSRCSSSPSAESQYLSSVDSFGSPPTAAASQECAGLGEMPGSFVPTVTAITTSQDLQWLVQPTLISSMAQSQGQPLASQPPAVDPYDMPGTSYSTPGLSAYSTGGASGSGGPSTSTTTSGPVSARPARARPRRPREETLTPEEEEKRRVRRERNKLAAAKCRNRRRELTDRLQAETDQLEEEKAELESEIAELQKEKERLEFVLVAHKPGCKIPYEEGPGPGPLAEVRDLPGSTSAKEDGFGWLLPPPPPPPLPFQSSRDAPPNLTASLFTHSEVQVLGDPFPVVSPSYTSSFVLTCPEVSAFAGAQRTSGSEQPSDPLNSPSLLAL
SR-BI DiI inh: inhibitors of SR-BI mediated HDL lipid uptake, primary screen, ldlA[mSR-BI] cells, fluorescence, single point; Scavenger receptor class B member 1 (Mus musculus), Q61009; ldlA[mSR-BI] CHO cells, DiI-HDL uptake fluorescence, 3 h; inhibition, % at 12.5 µM; 320,000 tested, 0.96% active;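 active means mean replicate inhibition of at least 70% and a set share of replicates each scoring 70 or more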;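 further: 0% = median of neutral control wells and 100% = median of positive control wells; values of inactives mirror those of a sister screen read the other way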
PvdQ inh: P. aeruginosa PvdQ acylase inhibitors, primary screen, biochemical, fluorescence, plate reader and imaging, single point. inhibition, % at 10 µM. 340,000 tested, 0.063% active. PvdQ acylase [Pseudomonas aeruginosa LESB58]. purified PvdQ acylase; in the data active means inhibition above about 30%, passing the limit was not always enough;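 further: 0% = vehicle neutral wells and 100% = reference inhibitor wells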
Starred values were filed as active, the others as inactive; . = not tested or not shown.

SMILES	MITF act	NSD2 HMT inh	CAL PDZ FP-1	PfHsp90 yeast 2	SR-BI DiI-HDL act	CAL PDZ FP-2	Rtt109 Vps75	dFosB activator	SR-BI DiI inh	PvdQ inh
O=C(/C=C/Nc1ccc(F)cc1F)c1cccs1	-11	-2	-1.0	8	-13	3	6	8	13	7
CCN(CC)c1ccc(NC(=O)c2ccc(=O)[nH]c2)cc1S(=O)(=O)Nc1ccccc1OC	3	5	-0.7	15	-8	.	11	-15	8	-14
CC(=O)Nc1ccc(S(=O)(=O)Nc2nc(C)nc3sc4c(c23)CCC4)cc1	3	6	-0.6	-15	.	12	-2	-1	.	1
CNC(=O)c1ccc(NC(=O)Nc2ccccc2)cc1	19	0	-0.9	13	-7	6	-11	-5	7	4
CCOc1ccc(S(=O)(=O)NC(C)C(=O)NCc2ccncc2)cc1 (configuration not stated)	-8	-1	-0.5	-8	.	1	-2	1	.	2
O=C(Nc1ccc(CN2CCOCC2)cc1)c1ccccc1F	.	1	-0.7	.	9	-7	.	-1	-9	5
O=C(c1cccc(OCc2ccccc2)c1)N1CCOCC1	5	.	-2.0	9	0	-9	-9	-3	0	-2
CCCc1c(C(=O)N/N=C/c2ccco2)nnn1-c1nonc1N	0	-5	-1.8	2	-14	-4	-3	6	14	-11
Clc1ccc(-c2nc3ccccc3nc2-c2ccccc2)cc1	-2	-7	-1.4	-5	-40	.	-11	-10	40	-11
COc1ccc(CNC(=O)C2CCN(C(=O)c3cccc(Cl)c3)CC2)cc1	-10	-2	-0.6	1	6	-2	-6	1	-6	-4
COc1cc(/C=C/C(=O)OC(C)C(=O)c2ccccc2)cc(OC)c1OC (configuration not stated)	-3	0	-1.4	.	-18	1	4	-11	18	-5
CCC(C)N=Cc1c(NCc2ccco2)nc2c(C)cccn2c1=O (configuration not stated)	-20	4	-1.0	-2	0	-5	-5	-7	0	-3
COCCNC(=O)CN(c1ccccc1OC)S(C)(=O)=O	4	2	0.2	-23	35	-3	-5	-4	-35	10
CC1CCCCC1NC(=O)C1CCN(S(=O)(=O)N2CCCCCC2)CC1 (configuration not stated)	0	1	-0.7	3	3	3	9	2	-3	-18
Cc1nnc(SCC(=O)Nc2nc3c(s2)CC(C)CC3)s1 (configuration not stated)	52	-1	-0.2	-4	2	0	-6	2	-2	2
Cc1ccc(S(=O)(=O)CCC(=O)OCC(=O)Nc2ccc(N3CCOCC3)cc2)cc1	7	0	0.1	9	-3	-4	2	-7	3	-12
COc1ccc(Cl)cc1NC(=O)C1Cc2cc(S(=O)(=O)N3CCCC3)ccc2N1C(C)=O (configuration not stated)	-17	-1	-1.6	-1	-4	10	13	3	4	5
COc1ccc(C2CC(c3ccc(OC)cc3OC(C)=O)=NN2C(=O)c2ccccc2)cc1 (configuration not stated)	2	18	-2.7	1	-8	0	4	-3	8	-2
Cc1ccc(NC(=O)C(C)C(=O)Nc2ccc(C)cc2)cc1	0	5	-1.6	10	15	-4	-4	-2	-15	-7
CC(C)(O)P(=O)(O)CCc1ccccc1	.	0	-2.8	4	-5	.	-3	-2	5	-10
CCOC(=O)c1c(C)[nH]c(C(=O)COC(=O)C2CC2C)c1C (configuration not stated)	27	-1	.	0	-32	-3	4	-12	32	-17
N=C1SCC(=O)N1c1nc(-c2ccccc2)cs1	59	-1	-1.8	12	13	-4	-13	-4	-13	-5
CC(=O)Nc1ccc(NC(=O)CSc2nnc3ccc(-c4cccnc4)nn23)cc1	-5	0	-0.2	11	25	.	3	-10	-25	-1
CCn1nc(C(=O)NNC(=O)c2ccc(OC(F)F)cc2)c2ccccc2c1=O	-7	2	-1.1	2	-5	-4	-21	-8	5	-11
Nc1nc2ccc(C(=O)Nc3ccc(N4CCOCC4)cc3)cc2s1	6	-1	0.5	2	-68	-10	-5	-13	68	-4
CN(C)C(CNC(=O)c1ccc(C(F)(F)F)cc1)c1ccco1 (configuration not stated)	24	13	-1.4	-3	.	-4	-1	0	-26	-1
CC(C)C[C@H](NC(=O)N1CC(=O)Nc2ccccc21)C(=O)N[C@@H](Cc1c[nH]c2ccccc12)C(=O)O	3	.	0.9	9	-6	2	0	-1	6	-5
O=C(CNS(=O)(=O)c1ccccc1)OCC(=O)c1ccc(OC(=O)c2ccccc2)cc1	12	3	-1.6	9	6	.	-3	-6	-6	8
C=CCn1c(SCC(=O)NNC(=O)Nc2ccc(C)cc2)nnc1-c1ccccc1	-1	17	-0.2	-14	18	-1	-3	-8	-18	-13
CCCCCCNC(=O)C(C#N)c1nc2ccccc2nc1N1CCOCC1 (configuration not stated)	1	1	-0.2	-4	17	0	-6	0	-18	11
Cc1ccc(-c2cc(C(=O)N3CCN(c4ccc(F)cc4)CC3)c3ccccc3n2)o1	30	1	-0.5	-45	-48	-1	-6	-13	48	4
CCOc1ccc(NC(=O)CN(C)C(=O)CCCOc2ccc(Br)cc2)cc1OCC	-6	-19	-1.7	-15	-83	-2	28	-7	83*	5
COc1c(C)cc(C(=O)C2CCCN(C(=O)Cn3ccc(C)n3)C2)cc1C (configuration not stated)	2	3	0.4	.	-11	-1	-1	-5	11	-7
CC1CCC2(CC1)OCC1(CCC3(COC4(CCC(C)CC4)OC3)C1=O)CO2 (configuration not stated)	-9	-4	-1.1	-79	7	0	4	-12	-7	7
CCOc1ccc(-n2c(=S)sc3c(=O)[nH]c(SCC(=O)C(C)(C)C)nc32)cc1	-7	10	-1.9	-2	5	.	10	-6	-5	7
COC(=O)c1cccc(NC(=O)CSc2nc3cccnc3n2C)c1	-14	-1	.	8	-18	-8	-18	-22	18	-9
O=C(NC1CCCC1)c1cccc(S(=O)(=O)N2CCOCC2)c1	-2	-3	-0.7	.	16	-2	3	-3	-16	-3
CCn1c(SCC(=O)N2CCC(C)CC2)nc2c(c1=O)SCC2	-2	9	-1.4	-13	8	1	-2	5	-8	0
O=C(Nc1ccccc1)C1=C[C@H](c2coc3ccccc3c2=O)C[C@H](OCc2ccc(CO)cc2)O1	-1	.	0.1	-16	3	-3	6	-11	-3	-8
ONC(=Nc1ccccc1)c1ccccc1Cl	.	0	-1.5	-70	0	-3	-3	2	0	-3
Cc1ccc2nc(COc3ccc(Cl)cc3)cc(=O)n2c1	68	-8	-0.3	-15	5	-2	-14	5	-5	-8
O=C(CSc1ccccc1)N1CCN(S(=O)(=O)c2cccs2)CC1	9	-1	-2.3	21	.	-2	10	-8	4	7
COC(=O)C1CC(=O)c2sccc2C1 (configuration not stated)	-2	.	-1.1	-9	29	-2	-1	6	-29	9
COc1cccc(C(C2C(=O)CC(C)(C)CC2=O)C2C(=O)CC(C)(C)CC2=O)c1	-11	8	-0.1	-41	.	-2	8	-12	.	-14
CC1Cc2ccccc2N1C(=O)CSC1=NCCS1 (configuration not stated)	8	30	-2.4	2	-27	-2	2	-6	27	-6
COC(=O)C[C@H](NC(=O)Cn1cnc2c(SC)nc(N)nc21)C(=O)OC	1	.	2.6	17	15	2	0	-3	-15	4
CNS(=O)(=O)c1cccc(C(=O)OCC(=O)NC(C)CCc2ccccc2)c1 (configuration not stated)	-10	-5	0.5	-2	-10	-4	-1	-1	10	-19
O=C1CC(N2CCN(S(=O)(=O)c3ccc([N+](=O)[O-])cc3)CC2)C(=O)N1c1ccccc1F (configuration not stated)	11	1	-1.2	5	17	.	-1	-1	-17	-6

Among those listed so far, 4 contain a furan ring, fused or not.
SMILES	MITF act	NSD2 HMT inh	CAL PDZ FP-1	PfHsp90 yeast 2	SR-BI DiI-HDL act	CAL PDZ FP-2	Rtt109 Vps75	dFosB activator	SR-BI DiI inh	PvdQ inh
CCCc1c(C(=O)N/N=C/c2ccco2)nnn1-c1nonc1N	0	-5	-1.8	2	-14	-4	-3	6	14	-11
CCC(C)N=Cc1c(NCc2ccco2)nc2c(C)cccn2c1=O (configuration not stated)	-20	4	-1.0	-2	0	-5	-5	-7	0	-3
CN(C)C(CNC(=O)c1ccc(C(F)(F)F)cc1)c1ccco1 (configuration not stated)	24	13	-1.4	-3	.	-4	-1	0	-26	-1
Cc1ccc(-c2cc(C(=O)N3CCN(c4ccc(F)cc4)CC3)c3ccccc3n2)o1	30	1	-0.5	-45	-48	-1	-6	-13	48	4

(cont.)
SMILES	MITF act	NSD2 HMT inh	CAL PDZ FP-1	PfHsp90 yeast 2	SR-BI DiI-HDL act	CAL PDZ FP-2	Rtt109 Vps75	dFosB activator	SR-BI DiI inh	PvdQ inh
O=C1CSC(=Nc2ccccc2)N1	-3	-2	0.1	12	-11	6	-2	3	11	-6
Nc1ccc(C(=O)Oc2ccc([N+](=O)[O-])cc2)cc1	33	-2	-0.3	-8	1	-1	-2	8	-1	3
Cc1nn(-c2ccc(C(=O)NCC(c3ccco3)N3CCCC3)cc2)c(C)c1Cl (configuration not stated)	20	0	-0.8	-3	-43	-6	17	-7	43	-1
O=C(NC12CC3CC(CC(C3)C1)C2)c1cccnc1Cl	1	5	.	2	6	-2	6	1	-6	-16
O=[N+]([O-])c1ccc(Sc2ccc(F)cc2)nc1	.	1	-0.2	-3	-5	-3	0	-5	5	21
COCc1c(C(=O)N/N=C(\C)c2ccc(Cl)s2)nnn1-c1nonc1N	-14	2	0.6	7	5	-3	-1	1	-5	-10
CCOC(=O)c1sc(-c2ccccc2)cc1NC(=O)Nc1ccc([N+](=O)[O-])cc1	-10	-4	0.0	-5	-78	-1	-6	-2	78*	13
CCOc1cc(-c2noc(CCC(=O)NC3CCCCC3)n2)ccc1OC	-5	-4	-1.6	-44	.	0	4	0	.	-16
CC(=O)c1ccc(N2CCN(S(=O)(=O)c3cn(C)c(C)n3)CC2)cc1	-3	9	0.3	-18	-1	-2	12	6	1	8
O=C(NC1CCCCCC1)c1ccc2c(=O)n3c(nc2c1)CCCCC3	92*	1	0.2	12	-14	-2	-3	-9	14	9
CCCNC(=O)COC(=O)c1ccc(S(=O)(=O)N2CCCC2)cc1	1	0	0.4	13	26	-2	-4	-1	-26	-8

Screening results as filed in PubChem.
